# FUS yeast rescue: qHTS for Suppressors of FUS Proteinopathy: Primary screen using FUS-linked yeast assay | S. cerevisiae FUS-expressing, growth rescue, OD600, 24 h | Potency, µM (doses to about 76.6 µM), inactives show at the top dose growth rescue (activation), most hits filed as activators | hit rate 0.24% among 390,000 | AID 1347120, 2019;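 note: potency is the fitted concentration of half-maximal effect; plate controls were DMSO vehicle for no effect and reference control for full effect; nearly all actives have a fitted effect of over 55% in size; some results filed as inactive show a strong effect at the top dose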
#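 Quantitative HTS measuring growth restoration of FUS-toxic yeast. Galactose-induced cells (OD 0.005) were exposed 24hr at 30C to compounds at several concentrations, then absorbance at 600 nm was recorded.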
# TDP-43 yeast inh: qHTS of TDP-43 Inhibitors; TDP-43 expressing yeast growth rescue, BacTiter-Glo, 24 h; Potency, µM (titrated, usually from 46.1 µM), for the others: at the top dose growth rescue (activation), most hits filed as activators; hit rate 1.8% among 410,000; note: potency is the fitted concentration of half-maximal effect; % of control where 0% means no effect; nearly all actives have a fitted effect of over 50% in size
#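 Readout is BacTiter-Glo luminescence of cell growth, so inhibitors register as activators. TDP-43-expressing yeast at OD600=0.02 in galactose medium, after raffinose pregrowth to mid-log, were incubated with compound for 24 hr at 30 deg C.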
# Abeta rescue: qHTS for compounds that reverse cellular toxicity of Amyloid beta (A-beta) peptide in yeast: Primary Screen; Potency, µM (series often up to 46.1 µM), for inactives: top-dose growth rescue, most hits filed as activators; AID 1347071, 2019; yeast expressing A-beta42, growth rescue, OD600, 48 h; response scale: 0% DMSO, 100% iron-clioquinol control; hit rate 0.063% among 410,000; note: potency is the fitted concentration of half-maximal effect; nearly all actives have a fitted effect of over 55% in size
#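 Yeast growth medium received pinned compounds, then yeast cells expressing toxic A-beta were added; plates incubated at 30 C for 48 hr. Growth read as absorbance at 600 nm, normalized to DMSO and equimolar FeCl3 plus clioquinol controls.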
# aSyn rescue: qHTS of alpha-syn Inhibitors; Yeast expressing alpha-synuclein, growth rescue, BacTiter-Glo, 24 h; Potency, µM (series often up to 46.1 µM), inactives show top-dose growth rescue (activation), hits mostly activators; hit rate 0.14% among 370,000; note: potency is the fitted concentration of half-maximal effect; % of control where 0% means no effect; nearly all actives have a fitted effect of over 65% in size
#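 Rescue of yeast growth: cells expressing toxic alpha-synuclein, induced in galactose at OD600 0.02, incubated with compound 24 h at 30 C. ATP luminescence quantified growth; inhibitors of toxicity appear as activators.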
# DRD3 antagonist: qHTS of D3 Dopamine Receptor Antagonist: qHTS; D(3) dopamine receptor (Homo sapiens), P35462; D3R cells, DiscoveRx beta-arrestin luminescence, antagonist mode; active compounds read low; max response, negative = inhibition, %; hit rate 2.5% among 360,000; in the data active = max response below about -50%; inconclusive = no clear call, values can overlap the other calls; note: % is set by controls: 0 for no effect and ±100 for the full control effect; mostly tested at two doses, the higher about 12 µM
# Target sequence (P35462 whole entry, looked up): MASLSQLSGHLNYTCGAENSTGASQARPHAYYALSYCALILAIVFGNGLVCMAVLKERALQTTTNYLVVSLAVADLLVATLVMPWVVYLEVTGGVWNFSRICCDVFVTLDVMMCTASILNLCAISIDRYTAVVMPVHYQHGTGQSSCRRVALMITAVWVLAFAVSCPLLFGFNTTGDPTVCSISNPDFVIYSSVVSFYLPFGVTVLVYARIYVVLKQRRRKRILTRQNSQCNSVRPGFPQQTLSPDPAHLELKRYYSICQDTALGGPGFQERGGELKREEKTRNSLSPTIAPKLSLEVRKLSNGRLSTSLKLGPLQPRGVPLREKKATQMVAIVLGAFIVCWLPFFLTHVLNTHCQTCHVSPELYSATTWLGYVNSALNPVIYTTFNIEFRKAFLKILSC
#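 Cells plated overnight at 1500 cells/well, then exposed to library compounds with dopamine controls for 90 minutes at 37 degrees C. DiscoveRx reagent added for 30–60 minutes at room temperature; luminescence read, quantitative HTS format.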
# EPAC2 antag: qHTS for Antagonist of cAMP-regulated guanine nucleotide exchange factor 2 (EPAC2): primary screen; EPAC2 GEF exchange of Rap1B-BODIPY-GDP, fluorescence; AID 720708, 2013; Rap guanine nucleotide exchange factor 4 (Homo sapiens), Q8WZA2; Potency, µM (series often up to 114 µM), without a hit: top-dose activity, negative = inhibition, most hits filed as inhibitors; hit rate 0.18% among 360,000; note: potency is the fitted concentration of half-maximal effect; % is set by controls: 0 for no effect and ±100 for the full control effect; nearly all actives have a fitted effect of over 45% in size; many of its hits are not listed in these tables
# EPAC2 ag: qHTS for Agonist of cAMP-regulated guanine nucleotide exchange factor 4 (EPAC2): primary screen. Rap guanine nucleotide exchange factor 4 (Homo sapiens), Q8WZA2. EPAC2 activation, biochemical qHTS; response scale: 100% = 6.5 mM cAMP response. Potency, µM (highest dose often 154 µM), for inactives: at the top dose activation, hits mostly activators. hit rate 0.079% among 360,000. AID 720711, 2013; note: potency is the fitted concentration of half-maximal effect; nearly all actives have a fitted effect of over 50% in size
#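 Nucleotide exchange monitored as fluorescence drop when BODIPY-GDP leaves Rap1B. Reaction: 100 nM EPAC2, 250 nM RAP1B-BODIPY-GDP, 50 uM GDP, room temperature, kinetic read over 30 min. Activity expressed relative to 6.5 mM cAMP.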
# DRD3 agonist: qHTS of D3 Dopamine Receptor Agonist: qHTS; D(3) dopamine receptor (Homo sapiens), P35462; D3R DiscoveRx beta-arrestin cells, luminescence, 90 min; max activation, %; hit rate 0.58% among 410,000; AID 652048, 2013; in the data active = max activation above about 30%; note: 0% is about no effect; mostly tested at two doses, the higher about 12 µM
#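 Cells at 1500/well, incubated overnight, then treated with pinned compounds (dopamine as control) for 90 min at 37 degrees C. DiscoveRx reagent added for 30 - 60 minutes at room temperature; luminescence read.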
# * marks the source's active call; other numbers are inactive results; ? = inconclusive; . = not tested or not shown; & = joins results of further samples; [ ] = remark or other dose. Unless noted, calls come from the whole dose curve; as a rule, active = well fitted curve in the direction sought with a large enough effect; inconclusive = small, poorly fitted or top-dose-only effect, or another doubt; inactive = no such curve, though single readings can be large; an effect the other way counts as inactive or inconclusive. The list is partial, so the mix of outcomes need not match the whole.
SMILES,FUS yeast rescue,TDP-43 yeast inh,Abeta rescue,aSyn rescue,DRD3 antagonist,EPAC2 antag,EPAC2 ag,DRD3 agonist
CC[C@H](C)[C@@H](CN[C@H](C)CNC)NCCC(c1ccccc1)c1ccccc1,-26%,17%,-5%,-6%,-22,3%,-1%,0
COc1ccc(-c2noc(CCC(=O)Nc3cc(Cl)c(OC)cc3OC)n2)cc1,5%,-2%,22%,7%,64,-15%,9%,0
Cc1oncc1C(=O)Nc1cccc(C#N)c1,9%,0%,-9%,-6%,-15,-5%,13%,-3
CCOc1ccc(C(=O)NCC(=O)NC(C)c2ccc(-n3ccnc3)cc2)cc1OCC (stereo unspecified),.,22%,-5%,-1%,16,-2%,4%,5
CCOC(=O)C(CCCCOc1ccc([N+](=O)[O-])cc1)C(=O)OCC,18%,-6%,-16%,1%,1,1%,9%,-8
O=C(Nc1cccc(Cl)c1)C1CCCN(c2cnccn2)C1 (stereo unspecified),23%,23%,.,5%,1,-3%,7%,-2
COc1ccc2oc(C(=O)OC/C(O)=C(\C#N)c3nc4ccccc4[nH]3)c(C)c2c1,2%,-18%,8%,12%,-21,-14%,-6%,4
O=C(NCCS(=O)(=O)N1CCN(c2ccccc2F)CC1)c1ccc2c(c1)OCO2,-2%,0%,18%,2%,-7,-1%,-8%,1
C[N+](C)(CC#Cc1ccccc1)CC(=O)c1ccccc1,-12%,2%,2%,-5%,-2,-4%,-4%,-5
Cc1ccc(Cl)cc1NS(=O)(=O)c1ccc2oc(=O)c3ncn(C)c3c2c1,14%,-10%,-4%,.,.,.,.,-19
CC(NCc1ccc(S(N)(=O)=O)cc1)C(=O)Nc1ccc([N+](=O)[O-])cc1Cl (stereo unspecified),5%,9%,-17%,-1%,-12,-9%,15%,-4
Cn1ncc(Br)c1C(=O)N1CCc2ccccc21,.,?,0%,3%,-25,-6%,-2%,-2
O=C(NCCCN1CCCC1=O)c1cc2c(s1)CCCCC2,-1%,14%,-19%,2%,15,7%,-2%,3
CCCCNC(=O)CCn1c(=O)c2ccccc2n(Cc2cccc(Cl)c2)c1=O,-36%,?,-4%,.,.,.,.,7
Cc1ccsc1C1CC(=O)Nc2ccccc2S1 (stereo unspecified),6%,?,27%,25%,30,-9%,6%,-6
O=C1[C@@H]2Cc3c([nH]c4ccccc34)C(c3cccc([N+](=O)[O-])c3)N2C(=O)CN1CCCO (stereo partly specified),12%,6%,0%,2%,-58*,4%,-2%,-9
CCCS(=O)(=O)N1CCC(C(=O)N2CCN(Cc3ccccc3)CC2)CC1,0%,-4%,-21%,1%,0,3%,-11%,-2
CCc1ccc(S(=O)(=O)/N=C2/C=C(Sc3ncn[nH]3)C(=O)c3ccccc32)cc1,18%,-58%[inhibitor],-94%[inhibitor],-19%,-80*,40µM*,10%,-7
Cc1ccccc1N1C(=O)CC(Sc2nnc(-c3ccccc3)o2)C1=O (stereo unspecified),26%,?,0%,22%,-79*,15%,8%,-11
COc1ccccc1CNC(=O)C(C)NS(=O)(=O)c1ccccc1 (stereo unspecified),35%,-9%,-9%,3%,65,3%,5%,2

# Reformatted: results already given
molecule	FUS yeast rescue	TDP-43 yeast inh	Abeta rescue	aSyn rescue	DRD3 antagonist	EPAC2 antag	EPAC2 ag	DRD3 agonist
Cc1ccc(Cl)cc1NS(=O)(=O)c1ccc2oc(=O)c3ncn(C)c3c2c1	14%	-10%	-4%	.	.	.	.	-19
CC(NCc1ccc(S(N)(=O)=O)cc1)C(=O)Nc1ccc([N+](=O)[O-])cc1Cl (stereo unspecified)	5%	9%	-17%	-1%	-12	-9%	15%	-4
Cn1ncc(Br)c1C(=O)N1CCc2ccccc21	.	?	0%	3%	-25	-6%	-2%	-2

# (continued)
SMILES,FUS yeast rescue,TDP-43 yeast inh,Abeta rescue,aSyn rescue,DRD3 antagonist,EPAC2 antag,EPAC2 ag,DRD3 agonist
O=C(NC1CCCCC1)N1CCN(c2nc(-c3ccccc3)cs2)CC1,5%,9%,19%,-10%,8,-7%,0%,5
COc1ccc(C(=O)Nc2cc(C)nn2-c2ccc(F)cc2)cc1,7%,-20%,-15%,0%,0,11%,14%,4
COc1ccc(/C=C/C(=O)OCC(=O)Nc2ccc(Cl)cn2)cc1,-2%,-6%,2%,0%,-14,4%,3%,-7
CCOC(=O)c1ccc(N2C(=O)c3n[nH]c(-c4ccco4)c3C2c2ccccc2OC)cc1 (stereo unspecified),?,?,-11%,.,.,.,.,6
COc1cccc(OCC(=O)NC2CCCCCC2)c1,-6%,25%,-16%,1%,-9,5%,1%,-1
COc1cccc(C(=O)NCCS(=O)(=O)NCCc2ccccc2)c1,.,15%,6%,-2%,-6,0%,-9%,-5
O=C(Nc1ccccc1)Nc1ccccc1Br,8%,?,2%,-15%,-6,-10%,5%,-3
CCN1C(=O)C2C(c3ccccc3F)NC(Cc3ccc(O)cc3)(C(=O)OC)C2C1=O (stereo unspecified),-5%,15%,27%,3%,25,0%,-6%,3
Cc1cc(C(F)F)nn1CC(=O)NC1CCCCCC1,-10%,-7%,8%,-8%,1,0%,8%,14
O=C(CSc1ncccn1)N1CCCCCC1,-15%,4%,-8%,-1%,27,1%,-1%,8
Cc1n[nH]c(C)c1CCCCOc1ccccc1[N+](=O)[O-],-11%,0%,3%,8%,15,-7%,0%,1
Oc1ccc(Br)c(CN2CCN(c3ncc(Cc4ccccc4)cn3)CC2)c1,23%,14%,-7%,5%,-19,-10%,11%,-1
Cc1ccc(CN2CCN(Cc3cnc(N(C)C)s3)CC2CCO)o1 (stereo unspecified),-7%,13%,15%,-9%,-18,6%,4%,-1
O=C(Nc1ccccc1O)c1ccccc1O,60%,0%,-4%,-17%,8,-15%,8%,-3
COc1ccc(CC(=O)NCCS(=O)(=O)N2CCN(c3ccccc3)CC2)cc1,8%,0%,5%,3%,13,-11%,-2%,3
CCn1cc(C(=O)N2CCN(c3ccccc3)CC2)c(=O)c2cc(S(=O)(=O)N(C)C)ccc21,17%,15%,-6%,.,.,.,.,-6
COc1ccc(-c2c(C)c3cc(OC(=O)N4CCOCC4)ccc3oc2=O)cc1,15%,?,-2%,.,.,.,.,5
COc1ccc(NC(=O)c2c(NCc3ccc(C)o3)sc3c2CCCCC3)c(OC)c1,?,4%,-5%,.,.,.,.,-4
CC(C)CC(NC(=O)CNC(=O)C1O[C@@H]2OC(C)(C)O[C@@H]2[C@H]2OC(C)(C)O[C@@H]12)C(=O)O (stereo partly specified),-28%,10%,-4%,1%,17,-4%,6%,-1
Cc1ccc(S(=O)(=O)c2nc(S(C)(=O)=O)sc2N2CCC(C(N)=O)CC2)cc1,9%,6%,6%,0%,5,4%,4%,4
CCCCC(=O)Nc1ccccc1C(=O)N1CCOCC1,-4%,4%,13%,.,-14,-8%,-3%,-5
CN(CC(=O)Nc1ccc(F)cc1)C(=O)COC(=O)COc1ccc(C#N)cc1,5%,6%,-6%,-5%,0,8%,-11%,-2
Cn1cncc1C#Cc1ccc2cc(C(C)(C)O)oc(=O)c2c1,-10%,-13%,5%,1%,14,1%,4%,18
CN(C(=O)COC(=O)c1cc(S(=O)(=O)N2CCOCC2)c(Cl)cc1Cl)C1CCS(=O)(=O)C1 (stereo unspecified),11%,-14%,4%,-3%,0,-4%,2%,-14
CCN(CCCNC(=O)c1cc2cc3cc(OC)ccc3nc2s1)c1ccccc1,29%,17%,-10%,.,.,.,.,-2
Cn1c(-c2ccsc2)c(-c2cccs2)c2cc(Br)ccc21,-26%,9%,2%,8%,56,-15%,9%,1
CC(C)CCNC(=O)c1nn(C)c2c1CSc1ccccc1-2,32%,?,-5%,.,.,.,.,6
Cc1cccc(-c2nc3c4ccccc4n(Cc4cccc(Cl)c4)c(=O)n3n2)c1,-13%,-16%,-19%,.,.,.,.,-6
COC(=O)C1CCCCN1C(=O)c1cccc(OC2CCN(C(=O)C3CC3)CC2)c1 (stereo unspecified),.,8%,-3%,6%,12,13%,5%,0
CC(=O)N1c2ccc(S(=O)(=O)NCCC(=O)Nc3ccc(C)c(Cl)c3)cc2CC1C (stereo unspecified),4%,4%,4%,4%,11,-2%,1%,1
CCOC(=O)c1cc(-c2cccs2)[nH]n1,-3%,0%,17%,5%,13,0%,10%,-8
COc1ccccc1CNC(=S)Nc1ccc(S(N)(=O)=O)cc1,23%,-18%,-11%,-1%,-2,3%,2%,-6
COc1ccc(OC)c(NC(=O)c2nc(S(=O)(=O)Cc3ccc(F)cc3)ncc2Cl)c1,30%,3.2µM*,-67%[inhibitor],.,.,.,.,-24
COC(=O)C1CCN(c2cnccn2)CC1,-12%,.,1%,0%,20,9%,0%,11
CC(C)(C)c1nnc(NC(=O)Cc2ccccc2[N+](=O)[O-])s1,-11%,-12%,7%,0%,0,-4%,2%,-5
Cc1cc(F)ccc1NC(=O)C1CCN(S(=O)(=O)c2ccc3c(c2)CCCC(=O)N3)CC1,-6%&10%,5%&-7%,3%&-13%,0%,2,2%,2%,15&9
Cc1ccc(C(=O)CSc2nc3c([nH]2)c(=O)n(C)c(=O)n3C)cc1,-13%,-20%,-12%,2%,-16,9%,-2%,-1
COCC(C)OC(=O)c1c(N)n(CC(C)C)c2nc3ccccc3nc12 (stereo unspecified),?,3%,3%,-4%,-1,-15%,1%,4
CCOC(=O)c1nnn(CC(=O)NC(=O)Nc2ccc(F)cc2)c1C(=O)OCC,15%&10%,2%&1%,-24%&-29%,-3%,0,2%,12%,1&-10
Cc1cnc(NS(=O)(=O)c2ccccc2)c(C)n1,-8%,3%,-19%,-6%,-10,9%,6%,-4
O=C(O)CCC(=O)Nc1ccc(N2CCCCC2)c(C(=O)O)c1,15%,1%,8%,2%,75,3%,-2%,0
N#Cc1c(N)nc(SCc2ccccc2)c(C#N)c1-c1ccco1,12%,-14%,?,5%,18,-2%,22%,19
O=C(CCN1C(=O)/C(=C/c2ccccc2Cl)SC1=S)N1CCCC1,13%,-21%,10%,-5%,-2,3%,16%,1

# Screens (PubChem BioAssay)
